PLAP act: human PLAP activation | P05187 | purified PLAP enzyme, luminescent substrate read-out; stronger effect = higher value | activation fold at 20 µM | hit rate 1.2% among 96,000; in the data active = activation fold above about 2
Mac1 fbg inh: inhibitors of human CD11b/CD18 binding to fibrinogen; P05107+P11215; K562 CD11b/CD18 adhesion to fibrinogen, ATPlite luminescence; Mn2+ added to activate the integrin; inhibition, % at 10 µM; hit rate 0.54% among 93,000; AID 1497;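 active = primary inhibition of 50% or more at 10 µM, then 40% or more on retest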; note: some results filed as inactive read as strong as hits
CYP2C19 inh: inhibitors of human CYP2C19 | P33261 | CYP2C19 Supersomes, luciferin-H EGE luminescence, 30 min | inhibition, % at 5 µM | hit rate 21% among 96,000 | AID 778;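 active = CYP2C19 inhibition above a set limit at 5 µM in the primary screen, cut at about 50% in these data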;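 note: plate controls were negative control wells for no effect and 2.5 mM tranylcypromine positive control for full effect; values of inactives mirror those of a sister screen read the other way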
CYP2C9 inhib: inhibitors of human CYP2C9 | P11712 | CYP2C9 Supersomes, luciferin-H conversion, luminescence | inhibition, % at 5 µM | hit rate 20% among 96,000;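 active = blocking of liver enzyme CYP2C9 beyond about 50% at 5 µM, limit read from the data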; note: values of inactives mirror those of a sister screen read the other way
MT1-MMP txn act: MT1-MMP promoter transcription activation; activation factor at 10 µM; hit rate 0.16% among 86,000; HT1080 MT1-MMP promoter luciferase reporter, luminescence, overnight; stronger effect = higher value;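 active = activation factor of at least 2 for MT1-MMP transcription at 10 µM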
PTK2B oligo ant: Pyk2 (human) oligomerization antagonism; Q14289; Q293 cells, Pyk2 FERM NanoBiT luminescence; stronger effect = lower value; z-score (the deposit names both 25 µM and 10 µM); hit rate 0.83% among 99,000; AID 1347419;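 active = Z-score of -3 or lower, scaled per plate to the spread of control and sample wells; inactive = z-score above -3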;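 note: negative z-score means lost luminescence so less FERM oligomerization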
Target sequence (Q14289 whole entry, looked up): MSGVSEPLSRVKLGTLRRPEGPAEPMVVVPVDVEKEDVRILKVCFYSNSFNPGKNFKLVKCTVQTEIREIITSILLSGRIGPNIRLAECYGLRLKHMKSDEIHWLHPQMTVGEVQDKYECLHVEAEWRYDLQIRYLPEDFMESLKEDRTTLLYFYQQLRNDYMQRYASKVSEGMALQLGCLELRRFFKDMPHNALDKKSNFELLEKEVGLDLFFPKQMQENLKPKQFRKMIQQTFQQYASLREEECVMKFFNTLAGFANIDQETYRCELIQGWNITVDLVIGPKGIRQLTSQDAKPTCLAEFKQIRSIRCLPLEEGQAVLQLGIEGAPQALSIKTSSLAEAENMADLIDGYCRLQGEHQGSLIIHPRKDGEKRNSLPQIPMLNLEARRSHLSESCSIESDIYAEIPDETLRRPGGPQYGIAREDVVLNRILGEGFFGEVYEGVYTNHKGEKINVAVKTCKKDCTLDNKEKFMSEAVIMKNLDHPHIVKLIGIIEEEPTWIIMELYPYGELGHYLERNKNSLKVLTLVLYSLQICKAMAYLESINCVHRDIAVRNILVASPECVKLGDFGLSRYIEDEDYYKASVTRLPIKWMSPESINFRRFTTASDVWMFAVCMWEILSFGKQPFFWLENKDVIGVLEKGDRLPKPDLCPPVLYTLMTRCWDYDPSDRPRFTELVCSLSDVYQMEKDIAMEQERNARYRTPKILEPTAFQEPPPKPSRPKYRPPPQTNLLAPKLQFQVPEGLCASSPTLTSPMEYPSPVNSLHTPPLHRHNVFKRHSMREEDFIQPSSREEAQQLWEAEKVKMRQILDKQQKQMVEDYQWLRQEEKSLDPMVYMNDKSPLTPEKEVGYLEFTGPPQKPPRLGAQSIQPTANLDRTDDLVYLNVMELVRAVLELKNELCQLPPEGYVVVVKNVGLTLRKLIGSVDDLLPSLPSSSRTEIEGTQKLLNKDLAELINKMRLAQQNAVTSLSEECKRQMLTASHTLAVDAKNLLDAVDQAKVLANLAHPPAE
CD11b adhes enh: increases human CD11b/CD18 adhesion to fibrinogen. hit rate 0.07% among 93,000. activation, % at 10 µM. K562 CD11b/CD18 adhesion to fibrinogen, ATPlite luminescence;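 active = 10 µM primary screen giving 50% or more activity, confirmed by 40% or more on retest at that dose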; note: strong numbers were not always called active; reference of the scale not given here
CYP2C19 act: cytochrome P450 2C19 (human) activation; P33261; activation factor at 5 µM; recombinant CYP2C19, luciferin-H EGE luminescence; stronger effect = higher value; 0 = fully inhibited enzyme, 1 = untreated enzyme; 96,000 tested, under 10 active;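 active = activation factor of at least 2 at 5 µM in the primary screen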;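 note: 0 = wells with 2.5 mM tranylcypromine and 1 = vehicle-only wells; values of inactives mirror those of a sister screen read the other way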
CYP2C9 act: CYP2C9 (human) activation; P11712; recombinant CYP2C9, luciferin-H conversion, luminescence; stronger effect = higher value; factor 1 = untreated enzyme, 0 = blocked; activation factor at 5 µM; hit rate 1.4% among 96,000; AID 1024;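 active = activation factor of 2 or more for CYP2C9 at a 5 µM dose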;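 note: 0 = sulfaphenazole-blocked wells and 1 = vehicle-only wells; values of inactives mirror those of a sister screen read the other way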
Active calls of the source: *; / = no result given.

CYP2C9 act,MT1-MMP txn act,CYP2C9 inhib,CYP2C19 act,CD11b adhes enh,Mac1 fbg inh,PTK2B oligo ant,PLAP act,CYP2C19 inh,compound
0.4,/,57*,0.7,-2,12,-1.4,0.9,27,CCCNc1nc(-c2ccccc2)c(C(=O)OCC)cc1C#N
0.7,1.1,35,0.8,0,1,0.06,1.6,22,COc1ccc2nc(NC(=O)C3CCN(S(=O)(=O)c4cnc[nH]4)CC3)sc2c1
0.6,1.2,44,0.5,-8,-7,-0.51,0.9,47,COc1ccc(CCCc2nnc(SCC(=O)Nc3nc(C)cs3)n2C)cc1
0.8,1.1,21,1.1,/,/,1.2,1,-9,C=CCNC(=O)C1CC(=O)N(c2ccc(OCC(=O)Nc3ccc(C)cc3)cc2)C1 (centres undefined)
0.1,1.1,94*,0.5,-1,-5,-0.21,0.9,54*,COc1ccc(S(=O)(=O)N(CC(=O)Nc2cccnc2)c2ccccc2OC)cc1
0,/,99*,0.2,-7,78*,0.24,1.3,83*,CCc1ccc(-c2cc(C(=O)Nn3cnnc3)c3ccccc3n2)cc1
1,/,4,1,-2,-6,/,1,4,CC1(C)CC2(CC(C)(C)N1)OC(=O)N1CCc3ccccc3C12C (centres undefined)
1,0.9,4,1.1,-3,-7,0.74,0.9,-5,CS(=O)(=O)N(Cc1ccc(C(=O)NC2CCCCC2O)cc1)c1ccccc1 (centres undefined)
0.3,1.1,66*,0.7,-2,3,-0.05,1,33,O=C(c1cc2ccccc2oc1=O)N(Cc1ccco1)Cc1cccs1
1,1.1,1,0.9,8,-24,0.29,1.1,10,O=C(NCCCN1CCCC1)c1ccc(CSCc2cccc(Cl)c2)o1
1.1,1.3,-15,1.1,/,/,0.01,1.1,-14,Cc1ccc(CSc2nnc(-c3cccnc3)n2N)cc1
1.1,1.1,-5,1,2,-9,0.23,1.2,1,COCCn1c(C)cc(C(=O)COC(=O)c2ccc(-n3nc(C)cc3C)cc2)c1C
0.3,/,73*,0.7,-4,82*,-0.11,1.6,34,COc1ccccc1OCc1ccc(C(=O)N2N=C(C(F)F)CC2(O)C(F)F)o1 (centres undefined)
1.1,1.2,-8,1,0,14,0.62,1,5,CCCOC(=O)CN1C(=O)c2ccccc2C1=O
1.1,1,-11,1,-4,2,-0.86,1,0,COC1=C(OC)c2ccccc2C(C(=O)O)N/C1=C(/C)Nc1ccncc1 (centres undefined)
1,/,0,0.9,/,/,0.7,1,7,C/C(CC(=O)NCc1ccco1)=N\NC(=O)Cc1ccccc1
1.2,/,-24,0.8,/,/,0.51,1.1,23,FC(F)(F)c1cccc(NC(=S)Nc2ccc(Cl)cc2Cl)c1
0.8,1.1,24,0.9,/,/,-0.1,1.1,10,O=C1c2ccccc2C(=O)N1CCCc1nc(-c2ccccc2)no1
1.1,/,-8,1,-2,-22,-0.31,1.2,-2,Cc1cc(Nc2ccccc2)c2c([N+](=O)[O-])cc(C)c(C)c2n1
0.7,1.1,30,0.9,-1,-8,-1.2,1.7,9,O=C(CSc1nnc(C2CC2)n1-c1ccccc1)Nc1ccc(N2CCOCC2)cc1
1.3,/,-33,1.1,-3,11,2.9,1.2,-12,CC(C)[C@H](NC(=O)c1ccccc1)C(=O)OCC(=O)N1CCc2ccccc2C1
0.4,1.3,63*,0.6,-2,-1,-1.3,0.8,41,O=C(Nc1ccc2c(c1)OCCO2)c1cccc(S(=O)(=O)N2CCCCC2)c1
1,0.9,1,1,-2,-28,-0.64,0.9,5,CCOC(=O)c1nc(S(C)(=O)=O)ncc1Cl
0.9,0.9,5,0.9,-2,-2,0.06,1.1,13,C=CCc1ccccc1OCC(O)CN(C(C)C)C(C)C (centres undefined)
1.1,1,-6,1,-1,3,0.4,1.1,-4,COc1ccc(OC)c(NC(=O)N[C@@H](Cc2ccccc2)C(=O)O)c1
0.7,1.1,31,0.6,28,-16,/,1.4,44,Cc1ccc(-c2nnc(CSc3nnc4c5c(C)c(C)sc5nc(C(C)C)n34)o2)cc1
0.6,1.3,43,0.2,-3,-3,-0.02,0.9,83*,c1ccc(-c2cnnc(N3CCCCC3)n2)cc1
0.4,1,58*,0.6,3,-22,0.17,0.9,44,CC12CCC(C(=O)N3CCc4ccccc43)(CC1=O)C2(C)C (centres undefined)
0.8,1,25,0.7,-3,-7,-0.46,1.1,34,CC(C)CN(CC(C)C)C(=O)CC(=O)NC(=O)c1ccc(Cl)cc1
1.1,1.1,-11,1.1,-6,7,0.27,1.1,-10,O=C(O)c1ccc(CSCc2c(F)cccc2Cl)o1
0.8,1.1,22,0.3,-2,6,/,1.7,68*,Oc1c(C(c2ccco2)N2CCC3(CC2)OCCO3)sc2ncnn12 (centres undefined)
0.7,1.1,29,0.7,-2,-19,1.6,0.9,31,CN(C)S(=O)(=O)c1ccc(C(=O)NCc2cccs2)cc1
0.9,1.1,13,0.9,3,30,0.11,1.3,9,CC1CCN(CCc2nc3cc(NS(=O)(=O)c4ccccc4)ccc3n2C)CC1
1.1,1.1,-6,0.8,6,18,0.46,1.1,23,OCC#CCSc1nnc(-c2ccncc2)o1
1,1.3,2,0.7,4,-1,1.1,1.2,31,C/C(=N\O)c1ccc2c3c([nH]c2c1)CCCC3
1,/,-4,1,-2,-10,-1.6,1,3,COC(=O)Cc1c(O)ccn(Cc2ccccc2OC)c1=O
0.9,1.1,8,1,-4,2,-0.14,1,-3,COC(=O)c1nc(NC(=O)c2ccc(Cl)cc2)n[nH]1
1.1,1.1,-8,1,-4,10,-0.42,1.3,4,Cc1ccc(S(=O)(=O)n2cnc3ccccc32)c(C)c1
0.8,1.2,22,0.6,6,6,-0.32,1.1,40,CCOC(=O)c1ccc2nc(NC(NC(C)=O)(C(=O)OC)C(F)(F)F)sc2c1 (centres undefined)
0.6,1.6,38,0.2,2,-9,0.08,0.8,79*,CCOC(=O)CCn1nc(-c2ccc(Cl)cc2)cc1N
0.6,1.2,39,0.9,2,-7,0.01,1.1,10,CC(c1nnc(Sc2nnnn2-c2ccccc2)n1-c1ccc(F)cc1)N(C)C (centres undefined)
0.9,1.1,7,1,-2,-18,2.2,0.9,2,Cc1cc(N2CCOCC2)cc(C)[n+]1[O-]
0.9,1.1,9,0.6,9,-2,0,1,42,COc1ccccc1-c1noc(-c2cccnc2)n1
0.9,/,11,0.8,/,/,-0.58,0.4,18,Cc1ccc(-c2nn(-c3ccccc3)cc2CSC(=N)N)cc1
0.8,1.1,16,0.9,2,6,/,1.1,7,CC1(C)Cc2c(sc3ncn4nnnc4c23)CO1
2*,/,-105,0.8,/,/,1.2,1.3,20,CCn1c(SCc2ccccc2)nnc1C1CCN(S(=O)(=O)c2ccc(OC)cc2)CC1
1,1.4,4,1,0,-2,0.06,0.9,2,O=C(Nc1ccc2nc[nH]c2c1)c1ccco1
0.7,1.2,26,0.9,0,-20,-0.44,1.1,13,COc1ccccc1-c1nn2c(C3COc4ccccc4O3)nnc2s1 (centres undefined)
0.8,/,19,0.9,-1,-24,2,1,6,COc1ccc(Cl)c(Cn2c(NCc3ccco3)nc3c2c(=O)n(C)c(=O)n3C)c1
0.3,/,65*,1.1,/,/,-1.8,0.9,-6,CCCc1cc(C(=O)N/N=C/c2ccc(CC)s2)c2ccccc2n1

An excerpt of these results, with values under each structure.
Results follow in this order: CYP2C9 act | MT1-MMP txn act | CYP2C9 inhib | CYP2C19 act | CD11b adhes enh | Mac1 fbg inh | PTK2B oligo ant | PLAP act | CYP2C19 inh
- COc1ccc(CCCc2nnc(SCC(=O)Nc3nc(C)cs3)n2C)cc1
→ 0.6 | 1.2 | 44 | 0.5 | -8 | -7 | -0.51 | 0.9 | 47
- COc1ccc(S(=O)(=O)N(CC(=O)Nc2cccnc2)c2ccccc2OC)cc1
→ 0.1 | 1.1 | 94* | 0.5 | -1 | -5 | -0.21 | 0.9 | 54*
- COc1ccc(Cl)c(Cn2c(NCc3ccco3)nc3c2c(=O)n(C)c(=O)n3C)c1
→ 0.8 | / | 19 | 0.9 | -1 | -24 | 2 | 1 | 6
- O=C(Nc1ccc2nc[nH]c2c1)c1ccco1
→ 1 | 1.4 | 4 | 1 | 0 | -2 | 0.06 | 0.9 | 2

The list goes on.
CYP2C9 act,MT1-MMP txn act,CYP2C9 inhib,CYP2C19 act,CD11b adhes enh,Mac1 fbg inh,PTK2B oligo ant,PLAP act,CYP2C19 inh,compound
0.6,1,37,0.2,-2,-40,0.55,1.3,77*,CS(=O)(=O)N(CC(=O)N1CCCCCC1)c1ccc(Br)cc1
0.7,1.1,32,0.1,-1,6,0.17,1,88*,O=C(c1ccco1)N1CCN(S(=O)(=O)c2cccs2)CC1
1,1.1,1,1.1,-3,-4,-0.49,0.9,-8,CC1=CC(C)(C)C(C(=O)O)C(C(=O)O)C1 (centres undefined)
0.6,1,44,0.6,1,-18,-0.65,1.4,41,Cc1nc(SC2CC(=O)N(c3ccccc3)C2=O)nc2c1CCCC2 (centres undefined)
0.9,1.1,7,1,3,-22,0.07,0.8,-1,CC(C)Nc1nc(NC(C)C)nc(N(C)C(N)=O)n1
0.6,1.1,40,0.6,/,/,-0.18,1.3,45,O=C(N1CCCCC1)N1CCN(c2ccc(Cl)cc2)CC1
0.8,/,16,0.9,/,/,1.1,1.1,9,COc1ccc(NC(=O)C(=O)NCCN2CCN(C(=O)C(c3ccccc3)c3ccccc3)CC2)cc1
0.4,1.1,60*,0.7,/,/,-0.55,0.9,31,COc1ccc(NC(=O)NCc2ccncc2)cc1
0.9,1.2,9,0.9,8,-9,0.29,1.2,6,Cc1cc(=O)oc2cc3c(cc12)OCCN3
0.8,1.1,24,0.7,2,-11,1.3,1,32,CCN(CC)S(=O)(=O)c1ccc(OC)nc1
0.9,/,9,0.9,-2,-7,1.1,1.5,9,COc1ccc(NC(=S)N2CCN(C/C=C/c3ccccc3)CC2)cc1OC
1.2,/,-16,1.1,-2,-49,-0.19,1.4,-12,Cc1cccc(C)c1NC(=O)CN1CCNCC1
1.2,1,-20,1.2,-4,0,-0.64,0.9,-17,CNC(=O)n1ccc(C(=O)N2CCCCC2)n1
1.7,/,-67,0.8,-5,51,-2.2,1.7,18,O=C1NC(=Nc2ccccc2)S/C1=C\c1cccn1-c1ccccc1
0.9,/,12,0.6,-2,5,0.19,1.1,35,CCn1nc(C(=O)Nc2cccc3ccccc23)c(Cl)c1Cl
0.7,/,34,0.9,/,/,0.52,0.8,14,CC(=O)Nc1sc(C)c(C)c1C(=O)Nc1ccc(C)cc1
0,1.2,97*,0,1,5,-1,1.1,98*,CC1=C(OC(=O)c2ccc(Br)cc2)C(C)(C)C(c2ccccc2)OC1=O (centres undefined)
1,1,-3,0.9,1,-33,0.46,1.6,14,COc1ccc(N2C(=O)CCC(C(=O)Nc3cccc(C)n3)C2c2ccc(OC)c(OC)c2)cc1 (centres undefined)
1.2,1.1,-23,1,4,4,1.1,1.2,5,COc1cccc2cc(C(=O)N(C)C3CCN(C)CC3)c(=O)oc12
1.8,1,-78,0.9,-2,-5,-0.66,1,14,O=C(CNC(=O)c1ccco1)NCC(=O)OCc1ccccc1Br
1,1,-4,1,0,-12,/,0.8,-1,OC1CNCc2cc3c(cc21)OCCO3 (centres undefined)
0.1,1.1,86*,1,2,-7,-0.06,1.1,0,CCOC(=O)CCc1c(C)c2ccc(OCc3nn[nH]n3)c(C)c2oc1=O
0,/,99*,0.3,4,13,-1,1,70*,COc1cc(C2Nc3ccccc3C(=O)N2c2ccc3c(c2)OCCO3)ccc1OCC(C)C (centres undefined)
0.8,/,20,0.6,-5,60,-0.5,0.7,40,COc1ccc(N=CC2=C(O)c3ccccc3C2=O)cc1
1.1,/,-12,1.1,6,-54,-0.76,1,-11,O=C(NCCN1CCN(Cc2ccc([N+](=O)[O-])cc2)CC1)C(=O)Nc1ccccc1
0.9,1.1,8,1,-3,-6,/,1.2,1,CCOc1ccc(S(=O)(=O)n2nnc3ccccc32)cc1C(C)C
0.6,1.1,43,1,/,/,1.8,1.1,2,CCOc1ccc(-c2nnc3ccc(SCC(=O)NCc4ccco4)nn23)cc1

From PubChem BioAssay
